Screens: PubChem BioAssay, Broad Institute
RAD54 inh: RAD54 (human) branch migration inhibition. inhibition, % at 10.4 µM. Q92698. 360,000 compounds, 0.14% hits. AID 602329. RAD54 Holliday junction branch migration, FAM/BHQ fluorescence;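 active = mean normalized replicate activity at least 40 and at least half of replicates scoring 40 or more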;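 also: 0% = median of neutral control wells and 100% = median of positive control wells; inhibitors cause a drop in the FAM fluorescence signal; in these data hits start at about 50%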
Target sequence (Q92698 whole entry, looked up): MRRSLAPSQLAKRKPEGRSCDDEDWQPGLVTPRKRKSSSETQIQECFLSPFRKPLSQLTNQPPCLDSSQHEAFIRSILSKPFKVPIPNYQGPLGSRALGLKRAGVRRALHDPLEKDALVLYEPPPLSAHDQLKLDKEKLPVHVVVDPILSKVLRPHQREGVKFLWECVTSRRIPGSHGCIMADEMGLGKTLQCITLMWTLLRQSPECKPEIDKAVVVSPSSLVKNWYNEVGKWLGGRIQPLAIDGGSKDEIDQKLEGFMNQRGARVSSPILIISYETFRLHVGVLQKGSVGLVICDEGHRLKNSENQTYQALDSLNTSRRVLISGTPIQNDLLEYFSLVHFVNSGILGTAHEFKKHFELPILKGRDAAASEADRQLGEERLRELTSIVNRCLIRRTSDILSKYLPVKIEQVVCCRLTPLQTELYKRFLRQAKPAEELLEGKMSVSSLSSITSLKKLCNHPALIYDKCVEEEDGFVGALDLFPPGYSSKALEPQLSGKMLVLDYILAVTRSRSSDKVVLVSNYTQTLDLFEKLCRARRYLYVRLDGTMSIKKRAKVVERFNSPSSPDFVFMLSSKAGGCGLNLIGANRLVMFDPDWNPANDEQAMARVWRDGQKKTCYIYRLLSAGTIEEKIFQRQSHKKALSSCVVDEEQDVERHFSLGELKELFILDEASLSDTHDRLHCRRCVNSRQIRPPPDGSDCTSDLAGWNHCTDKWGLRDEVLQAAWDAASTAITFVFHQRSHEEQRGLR
Numbers without * were called inactive. Some of the compounds tested, so the mix of outcomes need not match the whole.

SMILES,RAD54 inh
Cc1c(NC(=O)C(C)OC(=O)COc2cccc3c2OC(C)(C)C3)c(=O)n(-c2ccccc2)n1C (configuration not stated),-1
Cc1cc(C(=O)N/N=C/C=C/c2ccc3c(c2)OCO3)n[nH]1,6
COc1c(O)cccc1-c1nnn(CCC(=O)OCC(=O)c2ccccc2)n1,-10
O=C(CSc1nnc(-c2ccccc2F)n1C1CCCCC1)N1CCCC1,-8
O=C(CCCOc1ccccc1)Nc1cccc(C(=O)O)c1,-6
O=C(NC1CC1)C1CCN(Cc2cnn(-c3ccccc3)c2-n2cccc2)CC1,12
O=C(NCN1C(=O)C2C3C=CC(C3)C2C1=O)Nc1ccccn1 (configuration not stated),2
COc1ccc(COC(=O)Nc2cc3c(C(F)(F)F)nn(C)c3s2)cc1,-3
COc1cc(C(=O)Oc2ccccc2N)cc(OC)c1OC,0
CN1c2ccccc2C(O)=C(C(=S)Nc2ccccc2)S1(=O)=O,-1
CCOC(=O)c1c(NC(=O)C2CCN(S(=O)(=O)c3cccs3)CC2)sc(C)c1C,-4
CN(c1ccccc1C(=O)NCC1CCCO1)S(C)(=O)=O (configuration not stated),2
COc1ccc(NC(=O)Cn2nnc(-c3ccccc3NC(=O)c3ccco3)n2)cc1,0
COC(=O)c1c(S(N)(=O)=O)c2ccccc2n1C,-10
Cc1ccccc1NC(=O)Cc1ccccc1,8
CC(C)(C)NC(=O)CSc1ncnc2c1nnn2Cc1ccccc1Cl,21
CSCC[C@H](NC(=O)CCn1nnc2ccccc2c1=O)C(=O)O,-2
CCOC(=O)c1ccc(CSc2ncn[nH]2)o1,2
Cc1nn(C(C)C(=O)NCc2ccccc2)c(C)c1[N+](=O)[O-] (configuration not stated),-12
CC(C)N(C(=O)c1ccccc1-c1ccccc1)C(C)C,6

Arranged by heavy-atom count (smallest number first): part of the list above
SMILES,RAD54 inh
CC(C)N(C(=O)c1ccccc1-c1ccccc1)C(C)C,6
CSCC[C@H](NC(=O)CCn1nnc2ccccc2c1=O)C(=O)O,-2
CCOC(=O)c1c(NC(=O)C2CCN(S(=O)(=O)c3cccs3)CC2)sc(C)c1C,-4
COc1ccc(NC(=O)Cn2nnc(-c3ccccc3NC(=O)c3ccco3)n2)cc1,0

Next entries follow.
SMILES,RAD54 inh
Cc1ccccc1N1CCN(C(=O)C2CCCCC2)CC1,2
CC(=O)Nc1c(S(=O)(=O)c2ccccc2)c2nc3ccccc3nc2n1Cc1ccccc1,-2
COc1ccc(C(c2nnnn2Cc2cccs2)N2CCN(c3ccccc3F)CC2)cc1 (configuration not stated),-3
CCC(=O)c1ccc(N2CCOCC2)c(F)c1,4
O=C(COc1ccc([N+](=O)[O-])cc1)Nc1ccc(C(=O)NCc2cccnc2)cc1,5
CCN(CC(=O)NC1CCCCC1)S(=O)(=O)c1ccc(Cl)cc1,-1
COc1c(Cl)cc(C(=O)Nc2ccc(Cl)cn2)cc1Cl,3
CN(C)c1cccc(NC(=O)Cc2ccc(F)cc2)c1,-8
CCn1c(Cc2ccccc2)nnc1SCC(=O)Nc1nccs1,3
Cc1ccc(-n2ncc(-c3nnc(SCC(=O)NC4CCCC4)o3)c2N)cc1C,-1

Fetched one by one from above:
SMILES,RAD54 inh
CCC(=O)c1ccc(N2CCOCC2)c(F)c1,4
COc1ccc(C(c2nnnn2Cc2cccs2)N2CCN(c3ccccc3F)CC2)cc1 (configuration not stated),-3
CCn1c(Cc2ccccc2)nnc1SCC(=O)Nc1nccs1,3
CCN(CC(=O)NC1CCCCC1)S(=O)(=O)c1ccc(Cl)cc1,-1
CC(=O)Nc1c(S(=O)(=O)c2ccccc2)c2nc3ccccc3nc2n1Cc1ccccc1,-2
Cc1ccc(-n2ncc(-c3nnc(SCC(=O)NC4CCCC4)o3)c2N)cc1C,-1

(more compounds)
SMILES,RAD54 inh
Cc1cc(OC2CCCCC2)nc(-c2ccccc2O)n1,-9
O=C1[C@@H]2C(c3ccccc3Cl)=NO[C@@H]2C(=O)N1Cc1ccccc1,-11
CC1CCCCN1Cc1nc2ccccc2c(=O)[nH]1 (configuration not stated),1
COc1ccc(CCNS(=O)(=O)c2ccc3c(c2)CC(C)N3C(C)=O)cc1OC (configuration not stated),-6
Cc1ccc(NC(=O)COC(=O)CCc2c[nH]c(=O)[nH]2)cc1,5
Cc1ccc(NC2=NC(c3ccc(C)cc3)n3c(nc(C)cc3=O)N2)cc1 (configuration not stated),7
COC(=O)CNc1nc(-c2ccncc2)nc2ccccc12,2
COC(=O)c1cn(-c2ccccc2)c(C)c1C(=O)OC,-1
CCC(CC)C(=O)NCc1ccc2c(c1)cc(C)n2C,-1
COCc1[nH]nc2c1C(c1c(F)cccc1Cl)C(C#N)=C(N)O2 (configuration not stated),-5
Cn1c(=O)n(Cc2ccc(Cl)cc2)c(=O)c2c1nc1n2CCN1Cc1ccco1,-14
CCOC(=O)c1ccccc1NS(=O)(=O)c1ccccc1,11
O=C1CCC(=O)N1c1nc2n(n1)C(c1ccccc1)C=C(c1ccc(Br)cc1)N2 (configuration not stated),5
FC(F)(F)C1=CC(c2ccccc2)=NCCN1,0
Cc1ccc(C(=O)N/C(=C\c2ccc(F)cc2)C(=O)NCc2ccncc2)cc1,-1
CCCCn1c(=O)[nH]c(=O)c2c1nc(-c1ccc(C#N)cc1)n2C1CCCC1,-19
Cc1ccc2nc(N(CCN(C)C)C(=O)c3ccc4ccccc4c3)sc2c1,3
O=C(CSc1ccc2c(c1)OCCO2)Nc1ccc(Br)cc1,3
O=C(Nc1ccc(Cl)cn1)C1CCCN1S(=O)(=O)c1ccccc1 (configuration not stated),7
CCC(COC(=O)Nc1cccc(C)c1)NC(=O)OCC(C)C (configuration not stated),2
Cc1ccc(C(=O)Nc2cnc3sc(C)nn3c2=O)cc1,-1
Cc1cc([N+](=O)[O-])ccc1NCc1cccc([N+](=O)[O-])c1,13
O=C(Cc1cccs1)Nc1nc2ccccc2s1,-3
COC(=O)C1=C(C)OC(N)=C(C#N)C1c1c(C)nn(-c2ccccc2)c1Cl (configuration not stated),6
Cc1cc(C)c(C(N)=O)c(NC(=O)Nc2ccccc2Cl)n1,5
N#Cc1c(-c2cccs2)nc(SCC(=O)c2cccs2)[nH]c1=O,-46
Cc1ccc(C(=O)NNC(=O)CSc2nnc(-c3ccncc3)n2C)cc1,-4
Cc1cc(C)c2nc(-c3ccccn3)cc(C(=O)Nc3cc(C)on3)c2c1,-4
CC(C)=CCC/C(C)=C/CNC(=O)C[C@H]1C[C@H](C(=O)N2CCCCC2)[C@@]2(C)c3[nH]c4cc(CCC(=O)N(C)C)ccc4c3CCN2C1=O,7
COc1ccccc1OCC(=O)Nc1ccccn1,-5
CC(C)CNC(=S)NC1CCCC1,-2
Cc1cc(N2CCN(C(=O)OC(C)(C)C)CC2)n2ncnc2n1,-9
CC(=O)N1CN(CCCn2ccnc2)Cc2c1sc1c2CCCC1,-1
CCOC(=O)CC1NC(=O)c2ccccc21 (configuration not stated),1
O=C1C(=O)N(c2ccccn2)C(c2cccc(F)c2)/C1=C(/O)c1ccccc1 (configuration not stated),4
CC(C)(C)n1ncc2c(=O)n(CC(=O)Nc3ccccc3)cnc21,-11
COc1ccc(C)cc1S(=O)(=O)N(C)CC(=O)N1CCCCCC1,9
CC(C)CNS(=O)(=O)c1ccc(CCC(=O)Nc2ccc3c(c2)OCO3)cc1,12
COc1ccc(C(=O)N(CN2CCCC2=O)c2ccc(C)cc2)cc1,-9
CCCOc1ccc(/C(O)=C2/C(=O)C(=O)N(CCN(C)C)C2c2ccc(OC)c(OC)c2)cc1 (configuration not stated),11
CCN1CCN(CC(=O)Nc2cc(F)ccc2C)CC1,7
O=C(COc1ccc2ccccc2c1)NCCNC(=O)COc1ccc2ccccc2c1,-10
CCCCNC(=O)NS(=O)(=O)c1ccc(C(=O)OC(C)C)o1,6
CCCc1cc(=O)[nH]c(SCc2cc(C(=O)OC)c(C)o2)n1,-3
COc1ccc(C(CNC(=O)c2cc(C)oc2C)N2CCOCC2)cc1 (configuration not stated),-4
CCCn1c2c(c(O)c(C(=O)Nc3ccc(OCC)cc3)c1=O)CCCC2,-5
CS(=O)(=O)N(CC(=O)NC1CCCC1)Cc1ccc(Cl)cc1,-4
Cc1nn(C)cc1C(C(=O)NC1CCCCC1)N(C(=O)Cc1cccs1)c1ccc(C(C)C)cc1 (configuration not stated),-7
O=C1NCCCC2c3c(cc(Br)c(O)c3Br)OC12N1CCOCC1 (configuration not stated),-2
O=C(NC1CCCCCC1)c1c(O)c2ccccc2[nH]c1=O,8

Remaining list, next part.
SMILES,RAD54 inh
CCn1c(SCC(=O)N2CCC(C)CC2)nnc1-c1ccc(S(=O)(=O)N2CCN(C)CC2)cc1,-11
CSc1n[nH]c(NCc2ccc(C)cc2)n1,-4
Cc1onc(-c2ccccc2)c1C(=O)Nc1ccc(-c2nnc3n2CCCCC3)cc1,-9
O=C(NC(c1ccccc1)c1ccccc1)c1ccc(Br)o1,4
O=C(Nc1cccnc1)c1ccc2snnc2c1,-1
CCc1cc(-c2n[nH]c(=S)n2-c2ccccc2C)cs1,-5
CCOC(=O)c1c(-c2cccs2)csc1NC(=O)CN1CCOCC1,-10
O=C1C(=O)N(CCN2CCOCC2)C(c2ccncc2)/C1=C(/O)c1ccc2c(c1)OCO2 (configuration not stated),1
CC(C)C(=O)N1CCC(c2nc(-c3ccc(S(=O)(=O)N4CCCC4)cc3)no2)CC1,-1
CCC(C)n1c(=N)c(C#N)cc2c(=O)n3ccccc3nc21 (configuration not stated),-1
N#Cc1ccccc1Sc1ccccc1C(=O)OCC(=O)N1CCN(C(=O)c2ccco2)CC1,2
CC(=O)c1cc(-c2ccccc2)n(CC(=O)N2CCN(C3CCCC3)CC2)c1C,-11
c1ccc2c(-c3nn4nnnc4c4ccccc34)cccc2c1,-4
CC(C)Oc1cccc(C(=O)Nc2ccc(NC(=O)c3ccco3)cc2)c1,4
O=C1OCCC1Sc1nnc(-c2ccc(Br)cc2)o1 (configuration not stated),6
COCc1cc(C)nc(OCC(=O)N/N=C/c2ccc(-c3cc([N+](=O)[O-])ccc3C)o2)c1C#N,3
O=C(NCCCN1CCOCC1)c1ccc(Br)cc1,-8
O=c1onc(-c2cccs2)n1Cc1ccccc1,-2
COc1ccc(CC(=S)N2CCOCC2)cc1,-8
Cc1cc(C(F)(F)F)nc(NCc2ccc(F)cc2)n1,1
CC(=O)NCCn1c(SCc2ccccc2C)nc2ccccc2c1=O,-3
CCn1c(SCC(=O)c2[nH]c(C)c(C(C)=O)c2C)nnc1-c1cccs1,5
CC(=O)c1cc2c(cc1NC(=O)CN1CCCCCCC1)OCO2,19
CCCCOC(=O)/C(=C\c1ccc([N+](=O)[O-])o1)NC(=O)c1ccccc1,-15
CCOC(=O)CC1ON(C)C(=O)N1c1ccc(Cl)cc1Cl (configuration not stated),-5
Cc1cc(S(=O)(=O)Nc2cccc(O)c2)c(C)s1,15
COC(=O)Cn1cnc2c(cnn2-c2ccc(C)cc2)c1=O,-2
CCC(=O)N1CCNC(=O)C1CC(=O)Nc1ccc(C)c(Cl)c1 (configuration not stated),3
COc1cc(OC)cc(-c2nnc(SCC(=O)N3CCOCC3)o2)c1,-4
COc1ccc(-c2nnc(SCC(N)=O)n2N)cc1,-8
Brc1ccc(Oc2nsnc2N2CCOCC2)cc1,-19
CN(C(=O)Nc1ccc(Cl)cc1Cl)[C@H]1c2cc(Br)ccc2OC[C@H]1CO,-7
COc1ccc(-c2nc3c(c(SCC(=O)N4CCOCC4)n2)COC(C)(C)C3)cc1,-2
Clc1ccccc1Cn1nnc2c(NCCN3CCOCC3)ncnc21,-2
Cc1ccc(S(=O)(=O)/N=C(/NC(=S)Nc2ccccc2)c2ccccc2)cc1,-5
O=C(Cc1ccc(Cl)cc1)Nc1ccccc1N1CCOCC1,-3
Nc1nc2n(n1)C(c1ccco1)CC(c1ccc(Cl)c(Cl)c1)N2 (configuration not stated),-9
Cc1ccc(-c2nnn(CC(=O)N3CCCc4ccccc43)n2)cc1,14
Cc1ccc(C)c(C(=O)CC2(O)C(=O)Nc3ccccc32)c1 (configuration not stated),10
O=C(CN1C(=O)c2ccccc2C1=O)Nc1ccccc1C(=O)NC1CCCCC1,-2
O=C(NCCC1=CCCCC1)c1ccc(CN2CCOCC2)cc1,-3
Cc1cccc(NC(=S)NC2CC3CCCC(C2)N3Cc2cccs2)c1 (configuration not stated),11
Cc1nc(NCCNC(=O)c2ccco2)c2c(C)c(C)sc2n1,2
CCOC(=O)C1=C(C)NC(=O)NC1c1ccc(OC(=O)c2ccco2)cc1 (configuration not stated),7
O=C(Nc1ncc(Cc2ccccc2Cl)s1)C1CCCO1 (configuration not stated),-3
COc1ccccc1N1CCN(C(=O)CSc2ccccc2)CC1,1
O=C(CN1CCNCC1)Nc1ccc(Oc2ccccc2)cc1,-4
COc1ccc(S(=O)(=O)N2CCCN(CC(=O)Nc3ccc4c(c3)OCO4)CC2)cc1,2
Cc1ccc(-c2ccc(=O)n(CCC(=O)NCCN3CCCCC3C)n2)cc1 (configuration not stated),-13
CC(=O)c1ccc(O)c(CO)c1,6
CCOC(=O)CC1=C(C(=O)OCC)C(c2cccnc2)C(C#N)=C(N)O1 (configuration not stated),-6
CCOCCCNc1ncc2c(n1)CC(c1ccc(C)cc1)CC2=O (configuration not stated),-7
